# Screening results: PubChem, National Center for Advancing Translational Sciences (NCATS)
# FLuc modulator = counter-screen for miR-21 project: firefly luciferase inhibitors or activators | P08659 | purified FLuc, Km substrates, luminescence inhibition | Potency, µM (doses to about 57.5 µM), inactives show top-dose activity change, negative = inhibition, most hits filed as inhibitors | 360,000 tested, 6.9% active | AID 588342;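 further: potency means the concentration at half of the fitted maximal effect; plate controls were vehicle for no effect and reference inhibitor for full effect; nearly all actives have a fitted effect of over 55% in size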
# Target sequence (P08659 whole entry, looked up): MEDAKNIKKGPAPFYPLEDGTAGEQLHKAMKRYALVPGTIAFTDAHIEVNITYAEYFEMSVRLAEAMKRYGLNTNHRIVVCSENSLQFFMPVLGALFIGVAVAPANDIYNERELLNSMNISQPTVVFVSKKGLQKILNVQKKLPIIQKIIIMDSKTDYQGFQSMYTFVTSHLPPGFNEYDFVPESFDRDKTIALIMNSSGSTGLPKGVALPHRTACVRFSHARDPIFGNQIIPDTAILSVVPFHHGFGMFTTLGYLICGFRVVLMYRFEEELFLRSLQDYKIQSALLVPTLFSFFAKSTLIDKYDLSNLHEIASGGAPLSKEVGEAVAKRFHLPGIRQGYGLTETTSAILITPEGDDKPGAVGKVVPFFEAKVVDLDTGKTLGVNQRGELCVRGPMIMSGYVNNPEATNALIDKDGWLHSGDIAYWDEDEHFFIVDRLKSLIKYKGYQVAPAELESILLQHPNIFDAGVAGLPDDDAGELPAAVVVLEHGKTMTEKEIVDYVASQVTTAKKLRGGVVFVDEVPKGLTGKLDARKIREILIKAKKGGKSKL
#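 Biochemical qHTS of compounds, final roughly 60 µM downward over six points, against 10 nM purified firefly luciferase using Km concentrations of substrates (10 uM D-luciferin, 10 uM ATP) in Tris acetate pH 7.5 buffer; luminescence output.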
# KCNH2 3.1 inh = KCNH2 3.1 (human) potassium channel inhibition | U2OS KCNH2 3.1, thallium flux FluxOr; active compounds read low | 340,000 tested, 0.95% active | activity change, % (tested at about 1.8 µM);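 active means maximum activity change below -70%; inconclusive means maximum activity change from -70% to -50%; inactive means maximum activity change above -50%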;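 further: thallium influx rate constant from kinetic fluorescence after stimulation buffer; on the % scale 0 is the no-effect control and ±100 the full control effect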
#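 Channel expression came from 3.1 mutant virus (1.77 x 10^8 /mL) applied to suspended U2OS cells for 4 h. Flux was tracked with FluxOr dye plus Red40 quencher, and kinetic rate constants normalized to controls.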
# uPA surface inh = inhibitors of cell surface uPA generation. cell surface uPA generation assay, qHTS. 330,000 tested, 0.31% active. Potency, µM (titrated, usually from 38.3 µM), inactives show at the highest dose activity change, negative = inhibition, hits mostly inhibitors; active means well fitted inhibition curve with a large enough effect; inconclusive means small, poorly fitted or top-dose-only effect; inactive means no such curve, though single readings can be large or run the other way; tested in mouse RAW 264.7 cells; further: potency means the concentration at half of the fitted maximal effect; on the % scale 0 is the no-effect control and ±100 the full control effect; nearly all actives have a fitted effect of over 55% in size
# Tb PFK block = T. brucei PFK enzyme inhibition | O15648 | AID 485367 | 330,000 tested, 0.17% active | Potency, µM (titrated, usually from 57.5 µM), inactives show at the top dose activity, negative = inhibition, actives largely listed as inhibitors | T. brucei PFK, ADP-Glo luminescence;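 further: potency means the concentration at half of the fitted maximal effect; 0% = uninhibited 1x PFK enzyme wells and -100% = no-enzyme wells; nearly all actives have a fitted effect of over 60% in size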
#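 Luminescent ADP detection (ADP-Glo, two-step: ATP depletion then ADP-to-ATP conversion for luciferase) reported PFK activity after 45 min room-temperature reaction of 1.25 nM enzyme with 0.5 mM F6P and 0.1 mM ATP at pH 8.0.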
# RORgamma inh = blocks mouse ROR gamma transcriptional activity; P51450; Drosophila S2 Gal4-RORgamma UAS-luciferase reporter, 20 h; Potency, µM (top dose mostly 53.6 µM), for inactives: at the top dose activity change, negative = inhibition, hits mostly inhibitors; 310,000 tested, 5.4% active; further: potency means the concentration at half of the fitted maximal effect; on the % scale 0 is the no-effect control and ±100 the full control effect; nearly all actives have a fitted effect of over 60% in size
# Target sequence (P51450 whole entry, looked up, the tested form may be a part): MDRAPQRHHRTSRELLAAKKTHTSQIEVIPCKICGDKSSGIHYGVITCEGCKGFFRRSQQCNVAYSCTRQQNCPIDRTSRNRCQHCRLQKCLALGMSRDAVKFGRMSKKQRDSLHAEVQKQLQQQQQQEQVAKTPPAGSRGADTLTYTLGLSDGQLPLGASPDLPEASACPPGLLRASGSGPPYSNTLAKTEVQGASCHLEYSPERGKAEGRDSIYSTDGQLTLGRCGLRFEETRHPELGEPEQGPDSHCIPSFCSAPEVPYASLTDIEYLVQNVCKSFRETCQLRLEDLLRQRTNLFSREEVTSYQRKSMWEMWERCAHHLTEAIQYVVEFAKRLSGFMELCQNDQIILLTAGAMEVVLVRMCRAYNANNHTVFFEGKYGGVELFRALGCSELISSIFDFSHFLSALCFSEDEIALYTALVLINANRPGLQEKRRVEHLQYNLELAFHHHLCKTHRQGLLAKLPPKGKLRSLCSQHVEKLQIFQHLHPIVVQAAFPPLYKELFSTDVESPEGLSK
#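 Using a luciferase readout, inhibitors were identified by reduced reporter activity in Drosophila cells coexpressing a copper-inducible Gal4–ROR gamma fusion and UAS-driven Photinus luciferase, incubated 20 hr after 700 uM copper sulfate.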
# FBPA coupling cs = counter-screen for Giardia aldolase inhibitors: coupling enzyme system | activity change, negative = inhibition, % at 58.2 µM, hits read low | coupling enzyme system counterscreen, AmpLite Red fluorescence | 290,000 tested, 0.67% active; in the data active means activity change below about -30%; further: on the % scale 0 is the no-effect control and ±100 the full control effect
#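 Compounds tested against the coupling enzymes alone at 57.5 uM final; readout was AmpLite Red fluorescence (525/598 nm) after 20 min at RT.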
# NPC1 promoter act = NPC1 promoter activation; Potency, µM (titrated, usually from 9.22 µM), inactives show at the highest dose activation, actives largely listed as activators; Huh7 NPC1 promoter luciferase reporter, 24 h; AID 485313; 320,000 tested, 2.4% active;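 further: potency means the concentration at half of the fitted maximal effect; % of control where 0% means no effect; nearly all actives have a fitted effect of over 60% in size; reporter is driven by a mutant NPC1 promoter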
#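 Stably transfected Huh7 (NPC1 promoter→luciferase), 1500 cells/well in Opti-MEM + 10% FBS, 2 h settle, then compound 24 h at 37 °C. Luminescence after 10 min with Amplite reagent.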
# Giardia killer = Giardia lamblia killing. Giardia lamblia trophozoite viability. 340,000 tested, 0.15% active. activity change, % at 7.66 µM, hits read low; in the data active means activity change below about -80%; inconclusive means between about -30% and that limit;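 further: parasites exposed to compound for two days anaerobically before the ATP read; on the % scale 0 is the no-effect control and ±100 the full control effect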
#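 Luminescent ATP signal served as the viability read-out, measured 15-30 min after adding ATP detection reagent to trophozoites that had been incubated with compounds for 48 hrs at 37 deg C anaerobically at 100 cells/well.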
# Rab9 prom act = activates the Rab9 promoter; Potency, µM (titrated, usually from 9.22 µM), without a hit: at the top dose activation, negative = inhibition, usual class: activators; 320,000 tested, 2.8% active; AID 485297; Huh7 Rab9 promoter-luciferase reporter, luminescence, 24 h; further: potency means the concentration at half of the fitted maximal effect; % of control where 0% means no effect; nearly all actives have a fitted effect of over 60% in size
#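 Huh7 reporter line, Rab9 promoter upstream of luciferase. Compound exposure 24 h at 37 °C in reduced-serum medium with 10% FBS. Read-out: luminescence.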
# Gal4-VP16 FLuc = counter-screen for ROR gamma inhibitors: Gal4-VP16 reporter; 310,000 tested, 3.5% active; Drosophila S2 Gal4-VP16 UAS-luciferase, luminescence, 20 h; Potency, µM (titrated, usually from 53.6 µM), inactives show at the highest dose activity, negative = inhibition, usual class: inhibitors;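 further: Gal4-VP16 expression switched on by copper sulfate through the metallothionein promoter; potency means the concentration at half of the fitted maximal effect; on the % scale 0 is the no-effect control and ±100 the full control effect; nearly all actives have a fitted effect of over 50% in size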
# ELG1 genotoxic = induces genotoxicity in HEK293T cells with luciferase-tagged ELG1 | 330,000 tested, 1.3% active | HEK293T ELG1-luciferase reporter, luminescence, 16 h | Potency, µM (series often up to 46 µM), inactives show at the highest dose activity change, positive = activation, usual class: activators; further: potency means the concentration at half of the fitted maximal effect; % of control where 0% means no effect; nearly all actives have a fitted effect of over 60% in size
#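 HEK293T cells expressing luciferase-tagged ELG1 were treated with compound or DMSO for 16 hr at 37°C. Luciferase activity was then read after 30 min with ONE-Glo at room temperature; rising signal flags genetic stress.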
# * marks the source's active call; other numbers are inactive results; ? = inconclusive; / = no result given; & = joins results of further samples; [ ] = remark or other dose. Unless noted, the call rests on the fitted dose curve; in most records, active means well fitted curve in the direction sought with a large enough effect; inconclusive means small, poorly fitted or top-dose-only effect, or another doubt; inactive means no such curve, though single readings can be large; an effect the other way counts as inactive or inconclusive.
no.	structure	FLuc modulator	KCNH2 3.1 inh	uPA surface inh	Tb PFK block	RORgamma inh	FBPA coupling cs
1	O=C(N[C@@H]1C[C@H]2CC[C@@H]1C2)c1ccco1	2%	-7	5%	2%	8%	3
2	COc1c(OC(C)=O)ccc(/C=N\NC(=O)c2ccc(Br)cc2)c1[N+](=O)[O-]	2%	-28	-6%	9%	3%	1
3	O=C(COc1cccc(F)c1)Nc1ccc2[nH]c(=O)[nH]c2c1	-2%	-9	-9%	-4%	22%	-8
4	O=S(=O)(Cc1ccc(Cl)cc1)N1CCN(Cc2ccccc2)CC1	4%	/	/	-4%	9%	1
5	Cn1cc(CN2CCC(n3nccc3NC(=O)c3ccccc3Cl)CC2)cn1	2%	-18	0%	-3%	26%	-1
6	COc1ccc(CN(C)CC(=O)Nc2sc3c(c2C#N)CCC3)c(OC)c1	-14%	9	-6%	-19%	8%	2
7	COc1cccc(NC(=O)Cc2ccc3ccccc3c2)c1	?	14	16%	-2%	-1%[1.91 µM]	-2
8	CCc1nnc(NC=C2C(=O)OC(C)(C)OC2=O)s1	-6%	9	9%	2%	-12%	-1
9	CC1=C(C(=O)OCc2ccccc2)C(c2ccccc2)NC(=O)N1CCCCCC(=O)O (stereo not given)	2%	-2	5%	0%	44%&-11%	7&9
10	O=C(Cn1nnc2ccccc2c1=O)N1CCOCC1	-5%	19	1%	6%	-4%	1

no.	NPC1 promoter act	Giardia killer	Rab9 prom act	Gal4-VP16 FLuc	ELG1 genotoxic
1	2%	-6	4%	-12%	0%
2	-3%	8	-2%	1%	-4%
3	-1%	-9	-4%	4%	1%
4	-9%	-9	2%	2%	1%
5	0%	-1	1%	-1%	0%
6	-3%	-4	0%	-13%	-4%
7	0%	-15	16%	-6%	-1%
8	2%	2	-7%	4%	2%
9	-3%	3	1%	21%&0%	0%
10	3%	24	6%	9%	-8%

# Additional compounds:
no.	structure	FLuc modulator	KCNH2 3.1 inh	uPA surface inh	Tb PFK block	RORgamma inh	FBPA coupling cs
11	COC(=O)c1sccc1NC(=O)c1cc(OC)cc(OC)c1	16%	0	-4%	0%	19%	-3
12	COc1ccc(C(CNC(=O)c2ccc(OCc3ccccc3)cc2)N2CCOCC2)cc1 (stereo not given)	3%	10	3%	0%	/	/
13	O=C(O)CN(C1CCCCC1)S(=O)(=O)c1ccc(F)cc1	-2%	9	8%	-4%	31%	2
14	CC(Oc1ccc(F)cc1)C(=O)Nc1nc(-c2ccccn2)cs1 (stereo not given)	-2%	-1	-7%	2%	/	/
15	COc1ccccc1N(C)S(=O)(=O)c1ccc(C(=O)NCC2CCCCC2)cc1	-1%	9	-6%	1%	/	/
16	O=c1c2cc([N+](=O)[O-])ccc2nc2n1CCC2	-2%	1	-2%	6%	3%	0
17	CCOc1ccccc1NC(=S)NC1CCCCC1	3%	4	0%	0%	15%	2
18	Cc1ccnn1CC(=O)N/N=C/c1cccs1	0%	-3	-4%	-1%	1%	1
19	O=C(CN1C(=O)c2ccccc2C1=O)Nc1ccccc1F	2%	/	10%	3%	24%	1
20	CCn1ncc([C@@H]2C[C@H]3CN(Cc4ccccc4C)C(=O)[C@]34CCCN24)c1C	0%	12	-4%	0%	-18%	1

no.	NPC1 promoter act	Giardia killer	Rab9 prom act	Gal4-VP16 FLuc	ELG1 genotoxic
11	-3%	-26	7%	-1%	6%
12	-3%	-11	-10%	/	-2%
13	-3%	-13	-4%	-5%	-1%
14	-9%	6	-19%	/	-33%[inhibitor]
15	-1%	-10	1%	/	-7%
16	1%	-10	-5%	-8%	-5%
17	0%	-12	-6%	-6%	1%
18	0%	3	-6%	-6%	-1%
19	-5%	5	-2%	1%	0%
20	-2%	-11	0%	-5%	-1%

# (continued)
no.	structure	FLuc modulator	KCNH2 3.1 inh	uPA surface inh	Tb PFK block	RORgamma inh	FBPA coupling cs
21	CC(=O)NC(Cc1ccc(O)cc1)C(=O)NN (stereo not given)	-1%	6	-5%	-4%	6%	2
22	O=C(CCc1ccccc1)NCCSCc1c(F)cccc1Cl	-3%	-8	1%	-32%	?	0
23	O=C(O)c1cccc(N=NN2CCCCCC2)c1	6.7µM*	5	-4%	3%	-18%	11
24	CC(C)CCNC(=O)c1cc2c(=O)[nH]c3ccccc3c2s1	-2%	4	1%	17%	0%	1
25	O=S(=O)(Nc1cc(Cl)cc(Cl)c1)N1CCOCC1	-3%	4	8%	0%	5%	4
26	Cc1ccc(N(C)S(=O)(=O)c2cc3c(cc2C)NC(=O)CO3)cc1	-1%	-10	6%	2%	-11%	1
27	COc1ccccc1CCNS(=O)(=O)CCNC(=O)c1ccccc1	4%	-3	11%	-3%	/	/
28	CCC(C)(C)NC(=O)C(c1ccncc1)N(C(=O)c1sc(C)nc1C)c1ccc(C)cc1 (stereo not given)	3%	10	6%	3%	2%	-1
29	C=CCNC(=O)c1ccccc1NC(=O)COc1ccccc1	0%	-30	-1%	-6%	20%	3
30	Oc1ccc(/C=N/NC(=S)Nc2cccnc2)cc1	6.7µM*	5	4µM*	0%	?	1

no.	NPC1 promoter act	Giardia killer	Rab9 prom act	Gal4-VP16 FLuc	ELG1 genotoxic
21	-6%	-15	-2%	-9%	0%
22	4%	-15	11%	7.9µM*	-1%
23	0.1µM*	0	0.28µM*	?	?
24	-1%	12	-2%	-11%	6%
25	-5%	?	0%	-4%	-1%
26	-7%	-16	1%	5%	-3%
27	-5%	26	-1%	/	1%
28	-8%	?	-1%	21%	-1%
29	0%	?	-3%	3%	-6%
30	3.2µM*	18	?	?	?

# Single records, as listed above:
# CC(C)CCNC(=O)c1cc2c(=O)[nH]c3ccccc3c2s1 reads FLuc modulator = -2%; KCNH2 3.1 inh = 4; uPA surface inh = 1%; Tb PFK block = 17%; RORgamma inh = 0%; FBPA coupling cs = 1; NPC1 promoter act = -1%; Giardia killer = 12; Rab9 prom act = -2%; Gal4-VP16 FLuc = -11%; ELG1 genotoxic = 6%
# O=C(CCc1ccccc1)NCCSCc1c(F)cccc1Cl reads FLuc modulator = -3%; KCNH2 3.1 inh = -8; uPA surface inh = 1%; Tb PFK block = -32%; RORgamma inh = ?; FBPA coupling cs = 0; NPC1 promoter act = 4%; Giardia killer = -15; Rab9 prom act = 11%; Gal4-VP16 FLuc = 7.9µM*; ELG1 genotoxic = -1%

# (list continues)
no.	structure	FLuc modulator	KCNH2 3.1 inh	uPA surface inh	Tb PFK block	RORgamma inh	FBPA coupling cs
31	CCC(=O)N1c2ccc(S(=O)(=O)NC3CCCCC3)cc2CC1C (stereo not given)	0%	0	-11%	0%	22%	0
32	Cn1cccc1C(=O)OCC(=O)c1ccc(Br)s1	/	-13	16%	-2%	/	/
33	CC(=O)Nc1ccc(S(=O)(=O)N2CCN=C2SCc2ccc([N+](=O)[O-])cc2)cc1	4%	-15	-24%	4%	?	1
34	O=C(CN(Cc1ccccc1Cl)C(=O)CN1C(=O)CSc2ccccc21)NC1CC1	3%	9	6%	-1%	4%	1
35	Cn1c(=O)c(=O)n(C)c2cc(S(=O)(=O)CCC(=O)Nc3cccc(C(F)(F)F)c3)ccc21	1%&0%	-2	2%	-1%	-11%	2
36	Cc1cccc(-c2nnc(-c3ccccc3)o2)c1	9.5µM*	3	-9%	-1%	15%	0
37	CC(OC(=O)c1ccc(NC(=O)CC#N)cc1)C(=O)NCCC1=CCCCC1 (stereo not given)	5%	-11	2%	-7%	/	/
38	CCCSc1cc(N2CCN(C)CC2)nc(-c2ccc(OC)cc2)n1	-1%	-71*	8%	6%	1%	1
39	Cc1ccsc1/C=C(\CC(=O)O)c1nc2ccccc2o1	?	2	-3%	7%	32%	/
40	C(#CCN1CCC(Cc2ccccc2)CC1)COCCOCc1ccccc1	1%	-8	5%	-3%	18%[10 µM]	1
41	CC(=O)c1sc(NC(=O)c2cccc(N3C(=O)CCC3=O)c2)nc1-c1ccccc1	?	4	0%	-1%	/	/
42	NS(=O)(=O)c1cccnc1Nc1cccc(C(F)(F)F)c1	-5%	3	-7%	/	7%	-3
43	CCC(=O)N1CCN(c2nc(CC)nc3sc4c(c23)CCCC4)CC1	2%	-9	-9%	1%	13%	5

no.	NPC1 promoter act	Giardia killer	Rab9 prom act	Gal4-VP16 FLuc	ELG1 genotoxic
31	-6%	22	0%	-9%	-1%[9.26 µM]
32	/	-20	/	/	17%
33	-21%	12	-21%	?	-16%
34	-3%	2	5%	-7%	-4%
35	2%	-22	3%	-1%	0%[9.26 µM]
36	?	-7	?	-4%	8.2µM*
37	-5%	-3	-3%	/	0%
38	0%	-1	3%	-6%	-1%
39	?	25	?	14%	?
40	-4%	9	-2%	1%	-7%
41	-2%	11	-1%	/	2%
42	/	-2	/	5%	/
43	1%	-11	0%	1%	-3%
